Source: PubChem (Sanford-Burnham Center for Chemical Genomics)
Jurkat NFkB inh = lowers PMA/ionomycin-induced NF-kB signal in Jurkat cells | PMA/ionomycin-induced NF-kB luciferase reporter, luminescence | inhibition, % at 4 µM | 0.53% of 330,000 active | AID 435003
UBC13 polyUb = inhibitors of human UBC13 polyubiquitin chain formation; inhibition, % at 20 µM; TR-FRET; 0.47% of 330,000 active; P61088; in the data active means inhibition above about 45%, passing the limit was not always enough; inconclusive means no clear call, values can overlap the other calls
SENP8 inh = inhibitors of human SENP8 protease. Q96LD8. purified SENP8, Z-RLRGG-aminoluciferin cleavage, luminescence. inhibition, % at 10 µM. 1.2% of 330,000 active
CCR6 antag = blocks CCL20-driven beta-arrestin recruitment at human CCR6 | P51684 | CHO-K1 CCR6 PathHunter beta-arrestin, luminescence, CCL20-stimulated | inhibition, % at 20 µM | 0.49% of 340,000 active | AID 493098;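 active means compounds whose inhibition of the agonist-driven luminescence signal at 20 µM reaches about 50%, limit read from the data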;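 further: cells stimulated with CCL20 at 14 nM final; plate controls were DMSO with CCL20 for no effect and DMSO without agonist for full effect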
EBI2 block = EBI2 (human) antagonism. inhibition, % at 5 µM. P32249. 0.81% of 360,000 active. EBI2 beta-arrestin recruitment, luminescence, 7a,25-OHC stimulated; in the data active means inhibition above about 38%;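 further: enzyme fragment complementation signal reports receptor beta-arrestin coupling in cells; 0% = agonist plus DMSO wells and 100% = wells without agonist; some results beyond the cut were filed as inactive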
697 NFkB inh = lowers PMA/ionomycin-induced NF-kB signal in 697 B cells; 697 B-cell NF-kB luciferase reporter, 16 h; inhibition, % at 4 µM; 0.33% of 330,000 active; in the data active means inhibition above about 35%
Gli-Sufu antag = Gli-Sufu pathway antagonism | Sufu-KO-LIGHT fibroblasts, Gli luciferase reporter luminescence | inhibition, % at 5 µM | 0.74% of 340,000 active;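 active means inhibition above about 55%, limit read from the data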;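 further: 0% = DMSO-treated cells and 100% = wells with medium but no cells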
Apaf1 inhib = human Apaf-1 inhibition; O14727; reconstituted apoptosome caspase-3 activity, DEVD-Rh110 fluorescence; inhibition, % at 20 µM; 0.71% of 330,000 active; active means inhibition of at least 40% at 20 µM;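 further: plate controls were DMSO wells for no effect and DEVD-CHO caspase inhibitor wells for full effect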
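Material: reconstituted apoptosome with Apaf-1, cytochrome c, caspase-9, procaspase-3, dATP / Buffer or medium: pH 7.5 Hepes buffer with CHAPS, BSA, DTT / Also added: cytochrome c with DEVD-Rh110 / Schedule: compound with Apaf-1, dATP, procaspase-3 30 min, then 50 min reaction, room temperature / Technique: rhodamine 110 fluorescence at Ex 480/Em 540 nm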
The depositor's hits bear a star; ? = inconclusive; nt = no result given. Unless noted, no stated cut-off is given here; in the data, active means inhibition above about 50%; inactive means the rest.

SMILES	Jurkat NFkB inh	UBC13 polyUb	SENP8 inh	CCR6 antag	EBI2 block	697 NFkB inh	Gli-Sufu antag	Apaf1 inhib
O=C(CN1C(=O)C(=O)N(C2CCCC2)C1=O)Nc1ccc(F)cc1F	-11	5	2	-5	2	-1	2	-2
COc1ccc(OC)c(CCNC(=O)c2ccc(CS(=O)(=O)c3ccc(Br)cc3)o2)c1	4	3	5	12	11	1	-11	7
COc1cccc(NC(=S)N2CCC(N(C)CC3CCCO3)CC2)c1 (stereo unspecified)	-11	-7	-7	-6	-8	7	4	7
COCc1cc(C)nc(SCc2ccc(Cl)cc2)c1C#N	-24	0	-8	21	12	-54	8	18
O=C(COC(=O)c1ccccc1SCC(=O)N1CCCC1)Nc1ccccc1OC(F)F	4	2	-11	-3	-1	28	-8	4
O=C(COC(=O)c1cccs1)c1ccccc1	-14	4	79*	10	2	-8	4	-3
O=C(NC12CC3CC(CC(C3)C1)C2)N1CCN(S(=O)(=O)c2ccc(Cl)cc2)CC1	-9	1	2	6	4	-4	-2	25
CCCCC(=O)Nc1c(-c2ccc(OC)c(OC)c2)c(=O)c2ccccc2n1C	-9	-4	0	-3	-2	-24	2	9
O=C(CN1C(=O)c2ccccc2C1=O)OC(C(=O)c1ccc(Cl)cc1)c1ccccc1 (stereo unspecified)	13	4	7	-5	8	14	0	-1
CN(C(=O)COC(=O)/C=C/c1ccc(C(F)(F)F)cc1)C1CCS(=O)(=O)C1 (stereo unspecified)	10	-2	-3	11	5	-10	5	3
COc1ccc(CC(=O)NC(c2ccccc2)c2ccc(C)cc2)c(OC)c1 (stereo unspecified)	-13	-2	4	21	12	-9	16	20
OCCNC(=S)NCCc1ccccc1	-6	4	-2	-25	-13	0	-6	4
CS(=O)(=O)N1CCN(Cc2ccc([N+](=O)[O-])cc2)CC1	-5	5	1	-13	3	20	-1	-15
CSc1nc2c(c(=O)n1-c1ccc(C)cc1)SCC2	1	3	0	2	-4	8	4	3
COc1ccc(/C=N/NC(=O)CNC(=O)c2ccc(S(=O)(=O)N3CCCC3)cc2)c(OC)c1	-8	4	-7	14	19	22	-3	-9
O=C1CC(/C=C/c2ccc(Cl)cc2)=Nc2ccccc2N1	-87	-17	16	16	5	-95	-66	32
CCOC(=O)COc1c(C(=O)OC)sc2ncccc12	-5	15	0	12	1	18	-8	7
C#CCCOC(=O)N1C2=NC(C(=O)OC)=C(C(=O)OC)[C@@H]3N(Cc4ccccc4)c4ccccc4[C@]23C[C@H]1C(=O)OC	23	2	-3	3	-8	10	4	4
COc1cccc(N(CC(=O)NCCN2CCOCC2)S(=O)(=O)c2ccccc2)c1	1	1	2	-4	-18	-31	-8	6
CSc1ccccc1OCc1cc(C(=O)N2CCN(C)C(c3ccccc3)C2)no1 (stereo unspecified)	-24	1	-1	13	1	-14	15	27
O=C(CN1C(=O)C2C3C=CC(C3)C2C1=O)Nc1ccc(S(=O)(=O)N2CCCCC2)cc1 (stereo unspecified)	6	7	0	-4	-11	1	5	-1
Cc1c(C)n(CC(O)CNc2ccccc2)c2ccccc12 (stereo unspecified)	-5	4	-3	-5	2	-6	1	7
CC12CCC(C(=O)Nc3ccccc3Cl)([C@H](Br)C1=O)C2(C)C (stereo partly specified)	10	5	2	4	4	1	-3	-10
COc1ccccc1NS(=O)(=O)c1ccc(NC(=O)c2[nH]nc(OC)c2[N+](=O)[O-])cc1	-10	-9	3	13	-5	-56	0	-5
O=C(CN(Cc1ccccc1)S(=O)(=O)c1ccc(Br)cc1)N/N=C/c1ccccc1C(=O)O	4	0	3	12	-8	-3	1	7
COc1ccc(CCC(=O)N2CCN(C3CCCCC3)CC2)cc1	6	11	1	3	45*	18	1	-7
CC1CCCCC1NC(=O)CCCn1c(=S)[nH]c2ccsc2c1=O (stereo unspecified)	-14	?	13	8	9	11	-12	8
CCN1C(=O)[C@@H]2[C@H](C1=O)[C@@H]1C[C@H]3C(=O)N(CC)C(=O)[C@H]3[C@@H]3C1=C(C(=O)N1C(=O)OC(=NCC4CC4)[C@]31C)[C@@H]2C	-1	3	-2	-7	-7	13	7	7
CCOC(=O)c1c(-c2ccco2)csc1N	2	-5	-6	4	-8	2	-1	4
O=C1CN(C(=O)COc2ccc(Br)cc2F)c2ccccc2N1	-20	-3	-6	-10	-6	12	-6	14

Brought forward from above: 6 compounds, then new ones.
SMILES	Jurkat NFkB inh	UBC13 polyUb	SENP8 inh	CCR6 antag	EBI2 block	697 NFkB inh	Gli-Sufu antag	Apaf1 inhib
O=C(CN(Cc1ccccc1)S(=O)(=O)c1ccc(Br)cc1)N/N=C/c1ccccc1C(=O)O	4	0	3	12	-8	-3	1	7
COc1ccc(CCC(=O)N2CCN(C3CCCCC3)CC2)cc1	6	11	1	3	45*	18	1	-7
CC1CCCCC1NC(=O)CCCn1c(=S)[nH]c2ccsc2c1=O (stereo unspecified)	-14	?	13	8	9	11	-12	8
CCN1C(=O)[C@@H]2[C@H](C1=O)[C@@H]1C[C@H]3C(=O)N(CC)C(=O)[C@H]3[C@@H]3C1=C(C(=O)N1C(=O)OC(=NCC4CC4)[C@]31C)[C@@H]2C	-1	3	-2	-7	-7	13	7	7
CCOC(=O)c1c(-c2ccco2)csc1N	2	-5	-6	4	-8	2	-1	4
O=C1CN(C(=O)COc2ccc(Br)cc2F)c2ccccc2N1	-20	-3	-6	-10	-6	12	-6	14
Cc1cc(C)c(NC2=CC(=O)CC(C)(C)C2)c(C#N)c1	-1	5	2	4	-12	15	1	-17
O=C(N/N=C/c1ccccc1O)C1CC(=O)N(c2ccc(F)cc2)C1 (stereo unspecified)	8	6	-1	8	-2	10	18	-1
O=[N+]([O-])c1ccc(CN2CCOCCOCCN(Cc3ccc([N+](=O)[O-])cc3)CCOCC2)cc1	11	-1	0	18	5	7	23	0
Cc1cc(NC(=O)CSc2nncc(=O)n2N)no1	-21	0	6	4	-6	19	10	-11
CC1CCN(CCOc2cccc(Br)c2)CC1	8	7	-1	1	1	-24	2	-11
Cc1n[nH]c(C)c1C(=O)CC1(O)C(=O)N(CCc2ccccc2)c2ccc(Br)cc21 (stereo unspecified)	14	4	1	11	-8	5	4	-14
CCN(CC(=O)NCc1ccc(Cl)cc1)C(=O)COc1ccc(Cl)cc1Br	-9	-1	10	8	9	-3	6	28
CC(C)C(=O)NCCc1nc(-c2ccc(Cl)cc2)no1	-21	3	-8	-3	-2	-56	-26	-7
CCN(CC)C(=O)CSc1nsc(SCC(=O)N(CC)CC)c1C#N	7	2	-1	-17	-1	-3	-9	-1
Cn1c2ccccc2c2c(=O)oc3ccccc3c21	nt	nt	nt	17	-3	-34	-34	13
O=C(CSCCS(=O)(=O)c1ccc(Cl)cc1)Nc1ccccc1	10	11	-1	14	-8	-3	-7	-24
CN1CCN(CCCC(=O)c2ccc(F)cc2)CC1	2	5	4	-1	7	3	1	0
CCc1ccc(S(=O)(=O)/N=C2\C=C(Nc3ccc(C(=O)O)cc3)C(=O)c3ccccc32)cc1	-28	-165	94*	16	-8	-14	10	96*
CCC(=O)c1c(NC)cc(C)oc1=O	10	9	6	3	-3	2	-31	-19
CC(C)NC(=O)C(c1ccc(F)cc1)N(C(=O)CCC(=O)Nc1ccccn1)C1CCCC1 (stereo unspecified)	-11	1	-1	3	1	6	7	1
Cc1ccc(C(=O)c2ccccc2C(=O)OCC(=O)NCCc2ccc(Cl)cc2Cl)cc1	0	9	-5	23	18	-16	-5	25
Cc1cc(C)cc(NC(=O)N2CCC(NC(=O)c3ccco3)CC2)c1	4	-11	-11	16	-11	17	14	7
CC(=O)c1ccc(NC(=O)C(C)Oc2ccc(N(C)S(=O)(=O)c3ccc(C)cc3)cc2)cc1 (stereo unspecified)	26	3	-1	21	39	7	-1	5
O=C(Nc1cccc(F)c1)NC1CCCc2ccccc21 (stereo unspecified)	14	0	-11	0	7	18	2	16
COc1cc(C)c(NC(=O)C2CCN(S(=O)(=O)c3cccs3)CC2)cc1OC	6	0	-3	0	4	12	-18	-2
NC(=O)CN1C(=O)NC2(CCOc3ccccc32)C1=O (stereo unspecified)	-3	-10	-2	12	-1	-7	22	10
Oc1ccc2ccccc2c1N=Nc1ccccc1F	-8	-121	-6	33	-4	-33	11	12
COc1ccccc1CNC(=O)c1cccc(-c2ccc(C)c3ccccc23)n1	61*	7	-5	nt	nt	-13	nt	24
CC(O)C(=O)NCCOCCOCCNC(=O)C(C)O (stereo unspecified)	-1	3	-4	5	-1	15	7	11
S=C1SCN(CCN2CCOCC2)CN1Cc1ccccc1	3	6	8	13	-3	12	7	-4
CCOC(=O)c1nnn(CC(=O)Nc2cccc(F)c2)c1C(=O)OCC	10	-2	2	4	0	-1	9	0
Cc1noc(NS(=O)(=O)c2ccc(NC(=O)c3cc(F)c(F)c(F)c3F)cc2)c1C	3	-4	-7	4	-4	-1	-2	7
COc1ccc(OCC(=O)N2CCN(C(=O)Cc3ccccc3)CC2)cc1	9	-9	-7	9	76*	19	9	0
COCCCn1[nH]c2c3c(ccc2c1=O)C(=O)c1ccccc1C3=O	-14	-222	11	15	12	-3	0	6
Cc1cc2cc3c(cc2nc1SCC(=O)N1CCN(C(=O)c2ccco2)CC1)OCO3	-5	-7	2	-37	3	2	6	1
Cc1ccc([N+](=O)[O-])c2cccnc12	0	-9	4	-2	-3	7	6	-3
COC(=O)C1=NN(c2cccc(C)c2)C2C(=O)N(c3ccccc3OC)C(=O)C12 (stereo unspecified)	12	6	0	2	-10	13	-11	-10
O=C(O)C1C2C=CC(C2)C1C(=O)Nc1cccc(Cl)c1 (stereo unspecified)	-7	3	2	5	-9	10	5	-1
COc1cccc(C2(O)CC(C(F)(F)F)=NN2C(=O)c2ccccn2)c1 (stereo unspecified)	-28	8	-13	11	-9	-26	-40	-11
COc1cc(C(C(=O)NC(C)(C)C)N(C(=O)CNC(=O)c2cccs2)c2cccnc2)cc(OC)c1OC (stereo unspecified)	11	5	-5	11	-12	0	23	1
CC(OC(=O)c1cc(Cl)ccc1[N+](=O)[O-])C(=O)NC(C)c1ccc(F)cc1 (stereo unspecified)	8	-8	-11	11	-3	12	-4	5
COc1ccc(CCNc2ccc(S(=O)(=O)N3CCCC3)cc2[N+](=O)[O-])cc1	-3	-3	2	13	-3	-19	-1	18
N#CC1=C(N)N(c2ccc(Cl)c(Cl)c2)C(=O)C1	-10	10	-3	-6	6	24	9	7
COC(=O)c1ccc(C)c(NS(=O)(=O)c2ccc(OC)c(OC)c2)c1	3	2	-8	4	-2	7	-8	-8
O=C1C(=O)N(CCN2CCOCC2)C(c2ccc([N+](=O)[O-])cc2)/C1=C(/O)c1ccc2c(c1)OCO2 (stereo unspecified)	-1	-18	0	3	6	-4	-20	-319
COc1ccc(C(=O)Cn2cnc3ccccc3c2=O)cc1OC	-5	2	-6	-10	-3	4	-12	4
C=CCN=C1SC(CC)C(=O)N1S(=O)(=O)c1ccc(C)cc1 (stereo unspecified)	-10	0	-8	5	0	7	-3	1
COCCNC(=S)NNC(=O)c1ccc(-n2cnnn2)cc1	-12	-4	5	6	-1	-2	4	-3
Cc1ccnc(NS(=O)(=O)c2ccc(NC(=O)c3ccc(S(=O)(=O)N4CCOCC4)cc3)cc2)n1	3	16	-3	14	-8	14	-5	-1
Cc1cccc(C)c1NC(=O)CSc1nnnn1-c1ccc(C(=O)O)cc1	21	6	-3	2	-12	13	2	-4
O=C(/C=C/c1ccco1)c1ccc(NC(=O)C23CC4CC(CC(C4)C2)C3)cc1	24	-1	7	19	12	-78	0	45*
Cc1ccnc(N2CCC(C(=O)NNC(=O)c3ccccc3)CC2)n1	0	7	3	11	-11	12	7	-25
CC(Sc1nnc(-c2cccnc2)n1-c1ccccc1)C(=O)NCc1ccc2c(c1)OCO2 (stereo unspecified)	-8	4	-9	8	-8	-13	-3	-16

Only part of the results is shown; rates above refer to the full screens.
